Screening data: PubChem BioAssay, several laboratories
RPL19A TOR yeast – yeast TOR pathway RPL19A-GFP modulation; S. cerevisiae RPL19A-GFP strain, flow cytometry, 3 h; hits give low values; percent response vs DMSO, % at 10 µM; hit rate 0.3% among 330,000;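 active = percent response vs DMSO below 50%; inconclusive = fewer than 70 events counted for the yeast strain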;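 note: median channel GFP fluorescence of the barcoded RPL19A-GFP strain; ratio of sample median GFP to plate DMSO average so 100% = DMSO; lower means less RPL19A-GFP as with rapamycin TOR inhibition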
VLA-4 inh – inhibition in a human VLA-4 binding assay; P13612; VLA-4 expressing cells, ligand binding flow cytometry; inhibition, % (about 7 µM as worked out from the volumes in the protocol); hit rate 0.2% among 330,000; in the data active = inhibition above about 50%
GRK2 inh – inhibitors of human GRK2 displacing RNA aptamer; bead flow cytometry, FAM-aptamer displacement from GRK2; inhibition of aptamer binding, % at 10 µM; hit rate 0.59% among 330,000;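 active = inhibition of aptamer binding above 40%, roughly 3 SD of noise, on plates passing a quality check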;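 note: median bead fluorescence of bound FAM aptamer so fluorescent compounds give negative values; no value below 0 was filed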
Target sequence (P25098 whole entry, looked up): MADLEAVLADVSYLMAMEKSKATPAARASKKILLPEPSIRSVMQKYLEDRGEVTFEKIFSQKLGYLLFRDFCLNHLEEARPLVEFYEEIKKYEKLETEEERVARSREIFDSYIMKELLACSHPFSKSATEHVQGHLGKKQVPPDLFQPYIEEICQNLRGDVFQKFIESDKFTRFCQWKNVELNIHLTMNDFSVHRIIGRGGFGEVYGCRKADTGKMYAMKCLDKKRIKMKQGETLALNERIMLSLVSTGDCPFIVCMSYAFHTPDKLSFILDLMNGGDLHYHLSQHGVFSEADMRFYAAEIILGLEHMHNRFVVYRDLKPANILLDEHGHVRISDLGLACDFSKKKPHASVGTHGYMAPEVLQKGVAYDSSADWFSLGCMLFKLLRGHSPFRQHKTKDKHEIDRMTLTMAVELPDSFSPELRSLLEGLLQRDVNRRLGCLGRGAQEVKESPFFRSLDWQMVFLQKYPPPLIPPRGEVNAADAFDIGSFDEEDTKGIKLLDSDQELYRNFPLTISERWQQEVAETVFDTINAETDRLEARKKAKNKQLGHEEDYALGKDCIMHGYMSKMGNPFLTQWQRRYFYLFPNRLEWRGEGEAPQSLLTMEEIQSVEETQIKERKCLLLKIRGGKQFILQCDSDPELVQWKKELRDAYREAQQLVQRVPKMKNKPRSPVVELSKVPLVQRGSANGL
LAP4-GFP MLPCN – alters LAP4-GFP fluorescence in TOR pathway yeast screen; hit rate 0.34% among 320,000; GFP response vs DMSO, % at 10 µM; S. cerevisiae LAP4-GFP multiplex, flow cytometry GFP, 3 h; median GFP as percent of DMSO wells;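 active = GFP response vs DMSO above a set limit, about the screen mean plus 3 SD, cut at about 150% in these data; inconclusive = under 70 cell events counted for the yeast strain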
MEP2-GFP yeast – alters MEP2-GFP fluorescence in TOR pathway yeast screen; S. cerevisiae MEP2-GFP strain, flow cytometry GFP, 3 h; 100% = DMSO control level; GFP response vs DMSO, % at 10 µM; hit rate 0.51% among 330,000;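 active = GFP response versus DMSO above a set limit, roughly screen mean plus 3 SD, cut at about 180% in these data; inconclusive = fewer than 70 cells counted for a yeast strain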;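 note: median GFP fluorescence of the barcode-gated MEP2-GFP cells per well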
AGP1-GFP MLPCN – yeast TOR pathway AGP1-GFP modulation; S. cerevisiae AGP1-GFP multiplex flow cytometry, 3 h; GFP as percent of DMSO wells; GFP response vs DMSO, % at 10 µM; hit rate 0.02% among 320,000;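 active = GFP response relative to DMSO above a set limit, near screen average plus 3 SD, cut at about 150% in these data; inconclusive = fewer than 70 cells counted for the yeast strain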;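 note: median GFP channel fluorescence of the gated AGP1 strain per well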
CIT2 TOR yeast – modulators of TOR pathway CIT2-GFP in S. cerevisiae. hit rate 0.065% among 320,000. GFP response vs DMSO, % at 10 µM. AID 2029. S. cerevisiae CIT2-GFP strain, flow cytometry, 3 h; 100 means same as DMSO wells;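 active = GFP response relative to DMSO above a set limit, near the screen mean plus 3 SD, cut at about 150% in these data; inconclusive = Fewer than 70 cells measured for a yeast strain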;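 note: ratio of well median GFP fluorescence to mean of DMSO wells on the plate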
JMJD2C inh – blocks human GASC-1 demethylase activity; Q9H3R0; GST-JMJD2C(1-420) H3K9me3 demethylation, DELFIA europium; inhibition, % at 2.35 µM; hit rate 0.069% among 330,000; AID 2099;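 active = more than half of a compound's replicate wells show inhibition beyond 50%, single wells judged on their own value; inconclusive = some, but no more than half, of replicates pass 50% inhibition; inactive = no replicate passes 50% inhibition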;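 note: signal counts dimethyl H3K9 product captured on neutravidin plate; 0% = median of DMSO wells and 100% = 0.3 times that DMSO median; strong numbers were not always called active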
Target sequence (Q9H3R0 1-420 limits assumed): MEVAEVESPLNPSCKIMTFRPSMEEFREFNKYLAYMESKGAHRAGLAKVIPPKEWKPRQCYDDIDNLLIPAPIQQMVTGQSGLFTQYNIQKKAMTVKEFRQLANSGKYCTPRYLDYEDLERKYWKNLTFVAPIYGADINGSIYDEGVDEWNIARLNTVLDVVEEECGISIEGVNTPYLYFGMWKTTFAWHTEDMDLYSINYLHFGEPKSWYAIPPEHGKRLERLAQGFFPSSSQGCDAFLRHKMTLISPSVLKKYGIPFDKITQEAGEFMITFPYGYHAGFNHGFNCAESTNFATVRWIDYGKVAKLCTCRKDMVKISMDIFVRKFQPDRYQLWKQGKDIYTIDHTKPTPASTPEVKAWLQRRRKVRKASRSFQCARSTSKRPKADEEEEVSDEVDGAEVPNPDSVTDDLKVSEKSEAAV
Active calls of the source: *; ? = inconclusive; . = not tested or not shown; [ ] = remark or other dose. This is a random part of the collection; overall some 1.7% were active at least once.

1) Cn1c(O)c(N=NC(=O)CNC(=O)c2ccco2)c2ccccc21
2) Cc1ccc(OCC(=O)c2cc(C)n(-c3ccccc3)c2C)c([N+](=O)[O-])n1
3) CCOc1ccc(C(=O)COC(=O)c2c(-c3ccccc3)noc2C)cc1
4) O=C(c1ccsc1)N1CCCC(N2CCN(c3cccc(Cl)c3)CC2)C1 (stereo not drawn)
5) Cn1nc(-c2ccc(Cl)cc2)c2cc(C(=O)NCCCN3CCOCC3)sc21
6) Nc1cn(C2OC(CO)C(O)C2O)c(=O)[nH]c1=O (stereo not drawn)
7) CCN1CCN(S(=O)(=O)c2ccc(Cl)c(C(=O)N(C)Cc3ccc(Cl)cc3Cl)c2)CC1
8) O=C(Nc1ccc(OC(=O)c2cccnc2)cc1)c1cccnc1
9) COC(=O)c1scc(C)c1NC(=O)CSc1ccc(Cl)cc1
10) O=C(Nn1c(Cc2cccs2)nc2ccccc2c1=O)c1ccc(F)c(F)c1
Assay by compound | 1 | 2 | 3 | 4 | 5 | 6 | 7 | 8 | 9 | 10
VLA-4 inh | -8 | -2 | 1 | 10 | -3 | -7 | -17 | 19 | -7 | -29
RPL19A TOR yeast | 110 | 100 | 103 | 103 | 109 | 98 | 101[may fluoresce green] | 98 | 101 | 96
AGP1-GFP MLPCN | 108 | 91 | 102 | 98 | 116 | 105 | 104[may fluoresce green] | 96 | 98 | 97
LAP4-GFP MLPCN | 93 | 95 | 111 | 95 | 101 | 94 | 94[may fluoresce green] | 103 | 119 | 98
MEP2-GFP yeast | 104 | 97 | 100 | 106 | 105 | 105 | 104[may fluoresce green] | 103 | 103 | 101
CIT2 TOR yeast | 104 | 93 | 105 | 105 | 107 | 100 | 102[may fluoresce green] | 93 | 90 | 94
JMJD2C inh | -30 | -18 | 4 | 23 | 23 | 6 | 0 | 13 | 4 | 2
GRK2 inh | 3 | 1 | 1 | 2 | 0 | 6 | 0 | 0 | 0 | 3

11) Cc1onc(-c2ccccc2Cl)c1C(=O)N1CCN(c2nc3ccccc3s2)CC1
12) O=C(O)c1ccc2c(=O)n3c(nc2c1)/C(=C/c1cccc(Cl)c1Cl)CCCC3
13) CCOC(=O)C1=C(C)N(C)C(C)=C(C(=O)OCC)C1c1ccccc1
14) O=C(CN1CCN(Cc2ccccc2)CC1)Nc1cccc(Br)c1
15) O=C(CSc1nc2[nH]c(=O)[nH]c(=O)c2s1)Nc1cccc(F)c1
16) CCN(CC)C(=O)Cn1cc(S(=O)(=O)CC(=O)NCCc2ccc(OC)c(OC)c2)c2ccccc21
17) COc1ccc(N(C)S(=O)(=O)c2cccc(C(=O)Nc3nc(C)c(C(C)=O)s3)c2)cc1
18) Cc1cc(OCC(=O)NCC2CCC(C(=O)O)CC2)c2c(C)c(Cc3ccccc3)c(=O)oc2c1 (stereo not drawn)
19) NS(=O)(=O)c1ccc(CCN=Cc2ccccc2O)cc1
20) CCCCCN(C(=O)COC(=O)c1ccc(Br)o1)c1c(N)n(CCCC)c(=O)[nH]c1=O
Assay by compound | 11 | 12 | 13 | 14 | 15 | 16 | 17 | 18 | 19 | 20
VLA-4 inh | 7 | -22 | 5 | 3 | 25 | 28 | 5 | 1 | 12 | 1
RPL19A TOR yeast | 96 | 99 | 94 | 102 | 96 | 89 | 92 | 96 | 102 | 102
AGP1-GFP MLPCN | 93 | 91 | 94 | 108 | 95 | 100 | 91 | 100 | 103 | 108
LAP4-GFP MLPCN | 104 | 122 | 92 | 97 | 100 | 98 | 83 | 101 | 103 | 99
MEP2-GFP yeast | 102 | 106 | 96 | 103 | 98 | 104 | 85 | 102 | 103 | 104
CIT2 TOR yeast | 88 | 82 | 90 | 111 | 99 | 100 | 94 | 101 | 97 | 110
JMJD2C inh | 39 | 18 | -6 | 5 | -4 | 8 | 3 | 22 | 11 | -2
GRK2 inh | 2 | 2 | 0 | 1 | 1 | 0 | 0 | 2 | 1 | 1

21) Cc1ccc(/C=C/C(=O)OCC(=O)Nc2cccnc2Cl)cc1
22) COc1ccc(CCNC(=O)Cc2cccc(C(F)(F)F)c2)cc1OC
23) CCOC(=O)CC1(NC(=O)c2cc(COc3c(F)cccc3F)on2)CCCCC1
24) Cc1cc(C)nc(SCc2ccc(C(=O)N/N=C3\CCCC(=O)C3)cc2)n1
25) CC(C)c1cc(C(=O)Nc2cccnc2)no1
26) Cc1cccc(Cn2c(=O)c3c(nc4n3CCN4Cc3ccco3)n(C)c2=O)c1
27) CCC(=O)NC(C)C(c1cccs1)N1CCOCC1 (stereo not drawn)
28) CCN(CC(=O)Nc1c(F)cccc1F)C(=O)CN(C)S(=O)(=O)c1ccc(F)cc1
29) CC(=O)c1cc(C#N)c(NCCCN(C)C)nc1C
30) Cc1cc(C(=O)COC(=O)C23CC4CC(CC(O)(C4)C2)C3)c(C)n1C
Assay by compound | 21 | 22 | 23 | 24 | 25 | 26 | 27 | 28 | 29 | 30
VLA-4 inh | 6 | -5 | -1 | 15 | . | -3 | 5 | 5 | 1 | 2
RPL19A TOR yeast | 101 | 99 | 106 | 94 | 98 | 99 | 106 | 109 | 99 | 95
AGP1-GFP MLPCN | 101 | 97 | 110 | 88 | 99 | 99 | 101 | 123 | 100 | 102
LAP4-GFP MLPCN | 109 | 85 | 98 | 88 | 100 | 102 | 94 | 123 | 96 | 96
MEP2-GFP yeast | 102 | 107 | 114 | 86 | 99 | 99 | 102 | 112 | 98 | 98
CIT2 TOR yeast | 93 | 93 | 129 | 85 | 101 | 94 | 94 | 107 | 99 | 99
JMJD2C inh | 1 | -2 | -3 | -4 | 10 | -2 | -26 | 0 | 12 | -12
GRK2 inh | 0 | 2 | 0 | 0 | 3 | 1 | 1 | 0 | 2 | 0

31) CCn1c(=N)n(CC(O)COc2cccc(C)c2)c2ccccc21 (stereo not drawn)
32) COc1ccc(C)cc1NC(=O)c1ccc([N+](=O)[O-])cc1[N+](=O)[O-]
33) COc1cc(NC(=O)c2csc(N)n2)cc(C(=O)Nc2cccc(C(F)(F)F)c2)c1
34) C/C(=N\NC(N)=O)c1c(F)cccc1F
35) COCCCNC(=O)COc1ccc(S(=O)(=O)NCc2ccccc2)cc1Cl
36) Cc1cc(N2CCN(S(=O)(=O)c3ccccc3)CC2)nc2c(C)cccc12
37) COc1ccc2nc(NC3=NC(C(=O)Nc4ccc(C)cc4)CC(=O)N3)nc(C)c2c1 (stereo not drawn)
38) CCc1c(C)nc2ncnn2c1N1CCCC(C(=O)NCc2ccc3c(c2)OCO3)C1 (stereo not drawn)
39) Cc1sc2nc(CN3CCCC3)nc(N3CCN(S(=O)(=O)c4ccccc4)CC3)c2c1C
40) CCC(=O)Nc1ccc(NC(=O)CSc2nc3cc4c(cc3cc2C)CCC4)cc1
Assay by compound | 31 | 32 | 33 | 34 | 35 | 36 | 37 | 38 | 39 | 40
VLA-4 inh | -44 | 0 | -3 | -3 | 9 | -5 | 31 | -2 | -27 | 8
RPL19A TOR yeast | 102 | 94 | 97 | 98 | 99 | 97 | 99 | 101 | 98 | 96
AGP1-GFP MLPCN | 103 | 94 | 95 | 110 | 97 | 114 | 100 | 108 | 103 | 104
LAP4-GFP MLPCN | 108 | 99 | 137 | 107 | 88 | 99 | 101 | 104 | 95 | 93
MEP2-GFP yeast | 102 | 92 | 110 | 95 | 98 | 107 | 96 | 104 | 93 | 98
CIT2 TOR yeast | 98 | 81 | 98 | 101 | 96 | 147 | 100 | 99 | 98 | 99
JMJD2C inh | 4 | 19 | 3 | 0 | -2 | 0 | 2 | -1 | . | 2
GRK2 inh | 0 | 3 | 3 | 2 | 0 | 0 | 2 | 0 | 0 | 0

41) CCN(CC)S(=O)(=O)c1ccc(N2CCCC2)c(NC(=O)c2ccc(OC)cc2OC)c1
42) Cc1ccsc1C(=O)OCC(=O)N1CC(=O)Nc2ccccc21
43) Cc1ccc(N2CCN(C(=O)Nc3cccc([N+](=O)[O-])c3)CC2C)cc1 (stereo not drawn)
44) C=CCc1c(O)c(CC)cc2c(C)cc(=O)oc12
45) CC1=NOC(=O)/C1=C/c1ccc(N(C)C)cc1
46) COc1ccc2c(c1)CC(C(=O)Nc1ccc(Cl)cc1)/C(=N/O)O2 (stereo not drawn)
47) O=C(c1cc(F)ccc1F)C1CCCN(C(=O)c2cccs2)C1 (stereo not drawn)
48) COc1cc(C#Cc2c(C=O)n(C)c3ccccc23)cc(OC)c1
49) Cc1nn2c(-c3ccccn3)ccnc2c1Br
50) O=C(c1nc2ccccn2c1CN1CCCC(O)C1)N1CCN(C2CCCCC2)CC1 (stereo not drawn)
Assay by compound | 41 | 42 | 43 | 44 | 45 | 46 | 47 | 48 | 49 | 50
VLA-4 inh | 19 | -5 | -2 | 8 | 5 | 20 | 6 | -13 | -3 | 12
RPL19A TOR yeast | 99 | 93 | 102 | 45*[may fluoresce violet] | . | 109 | 98 | 96 | 107 | 98
AGP1-GFP MLPCN | 102 | 94 | 89 | ? | 104 | 105 | 106 | 98 | 106 | 107
LAP4-GFP MLPCN | 104 | 89 | 103 | 93[may fluoresce violet] | 112 | 112 | 98 | 102 | 103 | 101
MEP2-GFP yeast | 105 | 93 | 99 | 251*[may fluoresce violet] | 109 | 110 | 96 | 85 | 104 | 109
CIT2 TOR yeast | 103 | 96 | 72 | ? | 108 | 99 | 105 | 98 | 110 | 101
JMJD2C inh | 1 | -8 | -7 | -5 | 8 | -4 | -3 | 3 | 6 | -41
GRK2 inh | 2 | 1 | 1 | 3 | 0 | 0 | 1 | 2 | 0 | 0

Some of these compounds in order of count of non-hydrogen atoms, lowest first.
49) Cc1nn2c(-c3ccccn3)ccnc2c1Br
48) COc1cc(C#Cc2c(C=O)n(C)c3ccccc23)cc(OC)c1
43) Cc1ccc(N2CCN(C(=O)Nc3cccc([N+](=O)[O-])c3)CC2C)cc1 (stereo not drawn)
Assay by compound | 49 | 48 | 43
VLA-4 inh | -3 | -13 | -2
RPL19A TOR yeast | 107 | 96 | 102
AGP1-GFP MLPCN | 106 | 98 | 89
LAP4-GFP MLPCN | 103 | 102 | 103
MEP2-GFP yeast | 104 | 85 | 99
CIT2 TOR yeast | 110 | 98 | 72
JMJD2C inh | 6 | 3 | -7
GRK2 inh | 0 | 2 | 1

Carrying on.
51) CCOC(=O)c1cc2c(ccn2C)n1CC(=O)N(Cc1ccccc1)c1ccc(F)cc1
52) O=S(=O)(NCC(Nc1ccc(Cl)cc1)c1ccccc1)c1ccccc1 (stereo not drawn)
53) O=c1oc2ccccc2cc1-c1cn(-c2ccccc2)c(=S)[nH]1
54) CC[C@H](C)/C=C(C)/C=C/C(=O)Cc1cc(O)c(C)c(O)c1C=O
55) O=C(CSc1nnc2n1CCCN2)c1ccc([N+](=O)[O-])cc1
56) CN1CCC(N(C)S(=O)(=O)c2ccc(NC(=O)COc3cccc(C(F)(F)F)c3)cc2)CC1
57) O=C1CN(C(=O)COC(=O)c2cccc(S(=O)(=O)NCc3ccccc3)c2)c2ccccc2N1
Assay by compound | 51 | 52 | 53 | 54 | 55 | 56 | 57
VLA-4 inh | -10 | 4 | -1 | -110 | 7 | 19 | -7
RPL19A TOR yeast | 98 | 110 | 103 | 100 | 94 | 98 | 88
AGP1-GFP MLPCN | 88 | 117 | 96 | 103 | 107 | 102 | 94
LAP4-GFP MLPCN | 89 | 103 | 90 | 107 | 117 | 103 | 86
MEP2-GFP yeast | 103 | 116 | 98 | 107 | 92 | 105 | ?
CIT2 TOR yeast | 107 | 114 | 93 | 104 | 93 | 97 | 87
JMJD2C inh | 5 | -6 | -6 | 166 | 15 | -4 | 3
GRK2 inh | 0 | 0 | 0 | 0 | 0 | 0 | 3
